# RGS4 pot – RGS4 potentiation or activation | HEK293 M3R/inducible RGS4, carbachol calcium flux Fluo4; hits give low values | B-score at 10 µM | actives 0.92% (n = 310,000);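 active means B-score of the integrated calcium signal more than 4 SD below the library mean, with starting fluorescence not abnormally high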;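 further: negative B-score means reduced calcium response which marks RGS4 activation or potentiation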
#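 System – HEK293 FlpIn-TREx cells, stable M3R, doxycycline-inducible RGS4 · Reagent – ECmax carbachol challenge · Times – compound preincubation 20 min at room temperature before agonist · Technique – Fluo4 fluorescence kinetic imaging of calcium · Measure – B score of integrated Fluo4 ratio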
# ANO1 activ – mouse TMEM16A channel activation, primary screen; Q8BHY3; HEK293 TMEM16A/YFP-H148Q/I152L, iodide quench fluorescence; hits give low values; B-score at 10 µM; actives 0.3% (n = 340,000);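 active means fluorescence-ratio B-score plate-corrected deviation score at least 3 library SD below zero, with starting fluorescence score within 5 deviations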;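 further: channel opened by trigger with iodide after compound preincubation; score built on the fluorescence ratio of max minus min over baseline; more negative score means more quench and so TMEM16A activation or potentiation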
# Target sequence (Q8BHY3 whole entry, looked up): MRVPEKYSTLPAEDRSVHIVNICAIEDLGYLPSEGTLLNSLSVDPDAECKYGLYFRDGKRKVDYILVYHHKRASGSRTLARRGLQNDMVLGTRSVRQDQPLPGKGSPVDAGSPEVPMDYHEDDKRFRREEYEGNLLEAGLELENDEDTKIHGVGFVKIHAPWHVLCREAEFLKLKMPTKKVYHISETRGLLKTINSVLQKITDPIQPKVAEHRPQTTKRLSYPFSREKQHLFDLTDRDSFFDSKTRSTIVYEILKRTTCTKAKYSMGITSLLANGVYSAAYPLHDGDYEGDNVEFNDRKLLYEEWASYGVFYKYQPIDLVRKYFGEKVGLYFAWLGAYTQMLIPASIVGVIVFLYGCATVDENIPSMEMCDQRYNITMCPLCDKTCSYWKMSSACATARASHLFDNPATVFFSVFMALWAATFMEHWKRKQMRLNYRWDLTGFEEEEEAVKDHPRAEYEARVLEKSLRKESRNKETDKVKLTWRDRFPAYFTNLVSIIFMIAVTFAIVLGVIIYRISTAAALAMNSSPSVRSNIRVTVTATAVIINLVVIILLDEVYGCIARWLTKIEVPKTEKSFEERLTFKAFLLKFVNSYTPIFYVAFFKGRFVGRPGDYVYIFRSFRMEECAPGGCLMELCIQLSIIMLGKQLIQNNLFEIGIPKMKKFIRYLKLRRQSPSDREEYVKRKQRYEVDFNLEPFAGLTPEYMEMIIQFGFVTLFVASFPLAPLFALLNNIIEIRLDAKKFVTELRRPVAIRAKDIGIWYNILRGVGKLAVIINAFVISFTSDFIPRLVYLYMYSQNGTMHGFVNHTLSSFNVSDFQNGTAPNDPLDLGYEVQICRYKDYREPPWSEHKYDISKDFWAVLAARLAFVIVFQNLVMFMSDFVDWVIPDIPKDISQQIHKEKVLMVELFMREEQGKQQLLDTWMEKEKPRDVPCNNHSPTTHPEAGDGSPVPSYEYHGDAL
# hERG rescue – hERG (human) protection from proarrhythmic block; Q12809; CHO-hERG, FluxOR thallium flux, dofetilide IC70 present; activation (rescue from dofetilide block), less the hit threshold, % at 10 µM; actives 0.51% (n = 310,000); AID 1511;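 active means activation above the mean of controls blocked by dofetilide plus 5 SD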;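 further: thallium influx through hERG after potassium depolarization seen as dye fluorescence rise; in these data hits start at about 4.7%; inactives centre near -7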
# KCNQ1 pot – human KCNQ1 channel potentiation or activation. actives 0.35% (n = 310,000). P51787. B-score at 10 µM. AID 2648. CHO-K1 KCNQ1, thallium flux FluxOR fluorescence; hits give high values;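 active means fluorescence ratio B-score, a plate-corrected score, at least three library SD, with initial intensity B-score within 5 SD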
#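 System: CHO-K1 cells stably expressing KCNQ1 / Medium: assay buffer for compound exposure, DMSO matched across wells / Reagent: thallium- and potassium-containing depolarizing buffer / Compound: one concentration, matched DMSO / Incubation: 20 min compound pretreatment at room temperature / Measured by: kinetic FluxOR fluorescence, 10 s baseline plus 110 s post-stimulus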
# KCNQ1 block – human KCNQ1 channel inhibition; AID 2642; actives 1.3% (n = 310,000); B-score at 10 µM; CHO-K1 KCNQ1, FluxOR thallium flux fluorescence; hits give high values;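 active means compounds whose thallium flux B-score, printed positive for inhibition, exceeds three library SD while starting fluorescence stays within three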;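 further: channel opened by potassium depolarization with thallium stimulus after 20 min compound exposure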
# RGS4 block – inhibitors of human RGS4; HEK293 M3R/RGS4 inducible, Fluo-4 calcium flux; hits give high values; triggered by carbachol at its EC20; B-score at 10 µM; actives 0.45% (n = 310,000); AID 463165;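 active means B-score, a plate-corrected calcium signal, over three deviations above library mean, with baseline fluorescence within five deviations of library mean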;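 further: RGS4 expression induced by doxycycline in cells with stable M3 receptor; B-score is computed from the integrated fluorescence ratio over baseline after carbachol; higher B-score means a larger calcium signal and so more RGS4 inhibition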
# ANO1 block – mouse TMEM16A channel inhibition, primary screen; AID 588511; actives 1.2% (n = 310,000); HEK293 TMEM16A/YFP iodide influx fluorescence, ionomycin; normalized B-score (activity score, 25-100; higher = stronger inhibition) at 10 µM; Q8BHY3;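 active means ratio plate-corrected score three or more library SD toward inhibition, starting fluorescence score within five deviations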;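 further: score derived from kinetic fluorescence span divided by baseline fluorescence per well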
# KCNK3 inh – human KCNK3 channel inhibition, primary screen | O14649 | CHO-KCNK3 thallium flux, FluxOR fluorescence; hits give low values | B-score at 10 µM | actives 0.84% (n = 340,000) | AID 602410;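 active means B-score under library mean minus 4 SD, starting fluorescence ratio at most library mean plus 5 SD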;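 further: more negative B-score means stronger inhibition of thallium flux through KCNK3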
# KCNK9 inh – blocks the human KCNK9 two-pore domain potassium channel; Q9NPC2; HEK293 KCNK9, FluxOR thallium flux fluorescence; hits give low values; B-score at 10 µM; actives 1.2% (n = 310,000);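 active means ratio B-score over 3 SD below the library mean, with starting fluorescence within 5 SD of its mean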;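 further: negative B-score means less thallium flux so channel inhibition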
# HDAC3 inh – human HDAC3 inhibition; O15379; recombinant HDAC3, fluorogenic peptide/trypsin coupled, fluorescence; inhibition, % at 8.3 µM; actives 0.15% (n = 320,000); AID 2718; in the data active means inhibition above about 26%, passing the limit was not always enough
# SKKanGAS inh – inhibitors of SKKanGAS S. pyogenes growth in kanamycin (SK-promoter or general growth effect); BacTiter-Glo, 6 h; inhibition, % at 7.5 µM; actives 1.3% (n = 300,000);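 active means mean replicate score, as percent of positive control median, at least 50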;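 further: strain carries kanamycin resistance gene driven by streptokinase promoter and grows in 40 µg/ml kanamycin; loss of luminescence reflects streptokinase promoter inhibition or plain growth inhibition; 0% = median of DMSO wells and 100% = positive control at its reference dose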
# Active calls of the source: *; i = inactive; . = not tested or not shown.
no. | mol | RGS4 pot | ANO1 activ | hERG rescue | KCNQ1 pot | KCNQ1 block | RGS4 block | ANO1 block | KCNK3 inh | KCNK9 inh | HDAC3 inh | SKKanGAS inh
1 | Nc1ccc(S(=O)(=O)c2ccc(N)c(N)c2)cc1 | i | i | -11 | i | i | i | i | i | i | 5 | -3
2 | O=C(CCCn1c(=O)[nH]c2ccccc2c1=O)NCCSCc1ccccc1 | i | i | -6 | i | i | i | i | i | i | -6 | -2
3 | O=C(NCc1cccs1)c1nc2ncccn2n1 | i | i | -6 | i | i | i | i | i | i | 3 | -2
4 | CC(=O)NCCCc1nc2ccccc2n1Cc1cc(C)ccc1C | i | i | -11 | i | i | i | i | i | i | -9 | -2
5 | COc1ccccc1CNC(=O)CN1CCC(n2cnc3cc(F)ccc32)CC1 | i | i | -6 | i | i | i | i | i | i | 1 | -3
6 | Fc1ccc(NC(=S)Nc2cccc3cnccc23)cc1 | i | i | -13 | i | i | i | i | i | i | 5 | 5
7 | Cc1nn(C)c(C)c1CNC(=O)Nc1cccc(Cl)c1 | i | i | -11 | i | i | i | i | i | i | 2 | -7
8 | O=C(N/N=C/c1ccc(Br)s1)c1cccc([N+](=O)[O-])c1 | i | i | -5 | i | i | i | i | i | i | 0 | -4
9 | Cc1ccc(C(NC(=O)N2CCN(C)CC2)C(Cl)Cl)cc1F (stereo not drawn) | i | i | -3 | i | i | i | i | i | i | 3 | -10
10 | CC(Oc1ccccc1Cl)C(=O)N1CCOCC1 (stereo not drawn) | i | i | -5 | i | i | i | i | i | i | -3 | 0
11 | CC(C)C(=O)N1c2ccccc2NC2=C(C(=O)CCC2)C1c1ccc(N(C)C)cc1 (stereo not drawn) | i | i | -2 | i | i | i | i | i | i | 10 | -3
12 | Cc1c(NC(=S)Nc2ccccc2)c(=O)n(-c2ccccc2)n1C | i | i | -4 | i | i | i | i | i | i | 4 | 1
13 | CCC1CCCCN1CCCNC(=O)c1ccc(CS(=O)(=O)c2ccc(Br)cc2)o1 (stereo not drawn) | i | i | -3 | i | i | i | i | i | i | 4 | -1
14 | CCc1cc(C(=O)N=Nc2c(O)[nH]c3c(Br)cc(Br)cc23)c2ccccc2n1 | i | i | -15 | i | i | i | i | i | i | -1 | 35
15 | CCN1CCN(C(c2ccc(F)cc2)c2nnnn2Cc2ccc3c(c2)OCO3)CC1 (stereo not drawn) | i | i | -14 | i | i | i | i | i | i | 2 | -3
16 | O=[N+]([O-])c1ccc2ncnc(Nc3ccc4c(c3)OCCO4)c2c1 | i | i | -12 | i | i | i | i | i | i | -3 | -1
17 | CCC(=O)N1CCc2cc(Br)cc(S(=O)(=O)CCC(=O)NCCc3ccccc3)c21 | i | i | -6 | i | i | i | i | i | i | -2 | -11
18 | CCOC(=O)C1CCN(c2cc3c(cc2NC(=O)c2cc(OC)ccc2Br)n(C)c(=O)n3C)CC1 | i | i | -8 | i | i | i | i | i | i | 5 | 21
19 | O=S(=O)(Nc1cccc(-c2ccc3nncn3n2)c1)c1cc(F)ccc1F | i | i | -10 | i | i | i | i | i | i | 0 | 4
20 | NC(=O)c1cc(-c2csc(NCCc3ccccc3)n2)ccc1O | i | i | -13 | i | i | i | i | i | i | 10 | 14
21 | Cc1nc2c(-c3ccccc3)c(C)nn2c(C)c1CCC(=O)NC(C)CCc1ccco1 (stereo not drawn) | i | i | -15 | i | i | i | i | i | i | 13 | 1
22 | C=CCc1cccc(/C=N/NC(=O)CCC(=O)Nc2ccc(C)cc2)c1O | i | i | 3 | i | i | i | i | i | i | -12 | 7
23 | COc1ccc(OCCC(=O)Nc2ccccc2)cc1 | i | i | -3 | i | i | i | i | i | i | 2 | 0
24 | O=C(Cn1cnc([N+](=O)[O-])n1)N/N=C/c1cccc(Cl)c1 | i | i | -4 | i | i | i | i | i | i | -2 | 0
25 | CC(=O)N1CCN(c2nc3ccc(Br)cc3s2)CC1 | i | i | -5 | i | i | i | i | i | i | -16 | -9
26 | COc1cccc(-c2nnc(-c3ccccc3[N+](=O)[O-])o2)c1 | i | i | -4 | i | i | i | i | i | i | -7 | 10
27 | CC1CCN(C(=O)CSc2nnc(N)s2)CC1 | i | i | -9 | i | i | i | i | i | i | 0 | -13
28 | O=C(Nc1ccccc1C(=O)OCC(=O)N1CCc2ccccc2C1)c1ccco1 | i | i | -7 | i | i | i | i | i | i | 3 | 5
29 | O=C(CN1CCSC1=NCc1ccccc1)c1ccc(Cl)cc1 | i | i | -7 | i | i | i | i | i | i | 4 | 1
30 | COc1ccc2nc(N/C(N)=N/C(=S)Nc3c(C)cccc3C)nc(C)c2c1 | i | i | 0 | i | i | i | i | i | i | 1 | 51*
31 | CCOC(=O)CCCNC(=O)COC(=O)[C@@H]1CCCN1S(=O)(=O)c1ccc(Cl)cc1 | i | i | -5 | i | i | i | i | i | i | 0 | 2
32 | O=S(=O)(c1ccc(Oc2ncnc3scc(-c4ccccc4)c23)cc1)N1CCOCC1 | i | i | -8 | i | i | i | i | i | i | -3 | 4
33 | N#C/C(=C\c1cc([N+](=O)[O-])c(N2CCCCC2)cc1N1CCCCC1)c1nn(-c2ccccc2)c(N)c1C#N | i | i | -5 | i | i | i | i | i | i | 2 | 24
34 | O=c1nc(SCc2cccc(C(F)(F)F)c2)nc2ccccn12 | i | i | -12 | i | i | i | i | i | i | 2 | -3
35 | COc1ccccc1NC(=O)Cn1nc(C)n2cccc2c1=O | i | i | -4 | i | i | i | i | i | i | 0 | -3
36 | CN(C)c1ccc(C(=S)NC2CCCCC2)cc1 | i | i | -5 | i | i | i | i | i | i | 4 | 2
37 | COc1ccccc1C1CC(c2ccco2)=NN1c1ccccc1 (stereo not drawn) | i | i | -6 | i | i | i | i | i | -7.6* | -185 | 8
38 | CCC(C)(C)NC(=S)Nc1ccccc1C | i | i | -24 | i | i | i | i | i | i | 9 | -3
39 | O=C(Nc1ccc(N2CCCC2)cc1)c1ccc(Br)cc1 | i | i | -8 | i | i | i | i | i | i | 5 | 9
40 | O=C(Nc1ccc(Oc2ccccc2)nc1)C1CCCCN1Cc1ccc(OCCO)cc1 (stereo not drawn) | i | i | -8 | i | i | i | i | i | i | 0 | 2
41 | Fc1ccc(-c2csc3ncnc(N4CCN(Cc5ccccc5)CC4)c23)cc1 | i | i | -12 | i | i | i | i | i | i | -5 | 12
42 | CSc1cccc(NC(=O)C2CC(=O)N(Cc3ccccc3)C2)c1 (stereo not drawn) | i | i | -10 | i | i | i | i | i | i | 1 | -1
43 | COc1ccc(NC(=O)/C=C/c2ccc3c(c2)OCO3)cc1 | i | i | -9 | i | i | i | i | i | i | -8 | -3
44 | N#Cc1ccc(OCC(=O)Nc2cc(S(=O)(=O)N3CCCCC3)ccc2N2CCCCC2)cc1 | i | i | -8 | i | i | i | i | i | i | 1 | 9
45 | COc1ccc2nc(Nc3ccc4c(c3)OCO4)sc2c1 | i | i | -7 | i | i | i | i | i | i | 0 | -9
46 | O=[N+]([O-])c1ccc2nc(SCc3ccccc3Cl)sc2c1 | i | i | -20 | i | 15* | i | i | i | i | -3 | -13
47 | CC(NC(=O)C1CCN(S(=O)(=O)c2cccc3cccnc23)CC1)c1ccccc1 (stereo not drawn) | i | i | -2 | i | i | i | i | i | i | -2 | 0
48 | O=C1C(=O)N(CCOCCO)C(c2ccccn2)/C1=C(\O)c1ccccc1 (stereo not drawn) | i | i | -5 | i | i | i | i | i | i | 6 | -4
49 | O=C(CCc1ccc(S(=O)(=O)N2CCOCC2)cc1)NN=C1CCCCCCC1 | i | i | -8 | i | i | i | i | i | i | -1 | 4
50 | CCC(CC)C1C(C#N)=C(N)SC(N)=C1C#N | i | i | -13 | i | i | i | i | i | i | 4 | 0

# Rewritten as labelled records: four of the compounds above
45: COc1ccc2nc(Nc3ccc4c(c3)OCO4)sc2c1
- RGS4 pot: i
- ANO1 activ: i
- hERG rescue: -7
- KCNQ1 pot: i
- KCNQ1 block: i
- RGS4 block: i
- ANO1 block: i
- KCNK3 inh: i
- KCNK9 inh: i
- HDAC3 inh: 0
- SKKanGAS inh: -9
46: O=[N+]([O-])c1ccc2nc(SCc3ccccc3Cl)sc2c1
- RGS4 pot: i
- ANO1 activ: i
- hERG rescue: -20
- KCNQ1 pot: i
- KCNQ1 block: 15*
- RGS4 block: i
- ANO1 block: i
- KCNK3 inh: i
- KCNK9 inh: i
- HDAC3 inh: -3
- SKKanGAS inh: -13
47: CC(NC(=O)C1CCN(S(=O)(=O)c2cccc3cccnc23)CC1)c1ccccc1 (stereo not drawn)
- RGS4 pot: i
- ANO1 activ: i
- hERG rescue: -2
- KCNQ1 pot: i
- KCNQ1 block: i
- RGS4 block: i
- ANO1 block: i
- KCNK3 inh: i
- KCNK9 inh: i
- HDAC3 inh: -2
- SKKanGAS inh: 0
48: O=C1C(=O)N(CCOCCO)C(c2ccccn2)/C1=C(\O)c1ccccc1 (stereo not drawn)
- RGS4 pot: i
- ANO1 activ: i
- hERG rescue: -5
- KCNQ1 pot: i
- KCNQ1 block: i
- RGS4 block: i
- ANO1 block: i
- KCNK3 inh: i
- KCNK9 inh: i
- HDAC3 inh: 6
- SKKanGAS inh: -4

# (list continues)
no. | mol | RGS4 pot | ANO1 activ | hERG rescue | KCNQ1 pot | KCNQ1 block | RGS4 block | ANO1 block | KCNK3 inh | KCNK9 inh | HDAC3 inh | SKKanGAS inh
51 | O=C(O)Cn1cc(C(=S)N2CCCCC2)c2ccccc21 | i | i | -8 | i | i | i | i | i | i | 10 | .
52 | Cc1ccc(NC(=O)NNC(=O)COc2ccc(Cl)cc2)cc1 | i | i | -5 | i | i | i | i | i | i | -13 | -9
53 | COc1ccc(OC)c(CN2CCN(C(=O)c3ccc(NS(=O)(=O)c4cccc([N+](=O)[O-])c4)cc3)CC2)c1 | i | i | -14 | i | i | i | i | i | i | 4 | 8
54 | CCOc1ccc(S(=O)(=O)N2CCN(C(=S)NCc3ccccc3)CC2)cc1 | i | i | -11 | i | i | i | i | i | i | 4 | 3
55 | C=CCOc1c(Cl)cc(CNc2ccc(C)c(Cl)c2)cc1OC | i | . | -10 | i | i | i | i | . | i | 4 | 42
56 | CC(C)(C)OC(=O)NNC(=O)c1ccc(Cl)cc1 | i | i | -1 | i | i | i | i | i | i | 3 | -3

# Source: PubChem (several laboratories)
